# From PubChem
# Pf growth 96h: inhibits malaria parasite growth, 96 h; P. falciparum luciferase reporter growth, 96 h; Potency, µM (doses to about 28.7 µM), for the others: at the top dose activity change, negative = inhibition, usual class: inhibitors; 320,000 compounds, 6.9% hits; AID 504834; note: potency is the fitted concentration of half-maximal effect; % is set by controls: 0 for no effect and ±100 for the full control effect
#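 P. falciparum expressing integrated firefly luciferase grown in erythrocytes (2% hematocrit, 0.05% parasitemia final) with compounds for 96 hours at 37 C, 5% CO2. Growth inhibition read as loss of luminescence after adding luciferase detection reagent.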
# FBPA Giardia inh: Giardia lamblia aldolase inhibition | A8B2U2 | purified Giardia FBPA | Potency, µM (titrated, usually from 59.6 µM), inactives show at the top dose activity, negative = inhibition, hits mostly inhibitors | 290,000 compounds, 0.71% hits; note: potency is the fitted concentration of half-maximal effect; % is set by controls: 0 for no effect and ±100 for the full control effect; nearly all actives have a fitted effect of over 55% in size
# Target sequence (A8B2U2 whole entry, looked up): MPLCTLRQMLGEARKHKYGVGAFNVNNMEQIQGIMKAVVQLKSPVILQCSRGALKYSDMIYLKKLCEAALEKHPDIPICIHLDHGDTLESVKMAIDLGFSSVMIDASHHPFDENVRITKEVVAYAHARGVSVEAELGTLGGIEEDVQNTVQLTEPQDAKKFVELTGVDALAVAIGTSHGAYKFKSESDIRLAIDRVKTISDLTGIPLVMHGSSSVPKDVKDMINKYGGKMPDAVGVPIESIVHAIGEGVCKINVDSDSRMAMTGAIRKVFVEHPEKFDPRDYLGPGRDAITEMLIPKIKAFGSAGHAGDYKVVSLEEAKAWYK
#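 Giardia FBPA (40 nM reagent) was preincubated 10 min at RT with compound (up to 57.5 uM final), then substrate plus GAPDH/TPI/NAD/arsenate coupling system with diaphorase/resazurin was added; resorufin fluorescence (525/598 nm) was read after 20 min.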
# Cycloheximide cs: counter-screen hit for Shiga toxin inhibitors, cycloheximide. cell reporter, cycloheximide protein synthesis inhibition counterscreen. max response, %. 300,000 compounds, 12% hits; in the data active = max response mostly above about 13%, no sharp cut-off; inactive = mostly below about 14%; note: read at 38.3 µM for the half of the compounds with a filed dose; 0% is about no effect
# Shiga toxin inh: Shiga toxin inhibition. 290,000 compounds, 9.2% hits. Vero cells, Shiga toxin protein synthesis inhibition reporter. inhibition, % at 38.7 µM. AID 2315; in the data active = inhibition mostly above about 28%, no sharp cut-off; inactive = mostly below about 43%; note: 0% is about no effect
# HCV inh: HCV inhibition | Huh7.5.1 HCVcc-Cre infection, luciferase reporter, 44 h | Potency, µM (highest dose often 41.8 µM), inactives show at the top dose activity change, negative = inhibition, actives largely listed as inhibitors | 340,000 compounds, 3.4% hits | AID 651820; note: potency is the fitted concentration of half-maximal effect; % is set by controls: 0 for no effect and ±100 for the full control effect
#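 HCVcc-Cre virus at an moi near 0.5 was added right after compound to cells cultured 4 h from seeding (1,000 cells/well). Luciferase activity was determined 44 h later, 15 min after substrate addition at RT.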
# Pf growth 48h: inhibits P. falciparum growth in the first generation, 48 h; P. falciparum luciferase growth in erythrocytes, 48 h; Potency, µM (titrated, usually from 28.7 µM), for inactives: at the top dose activity change, negative = inhibition, actives largely listed as inhibitors; 310,000 compounds, 5.9% hits; AID 504832; note: potency is the fitted concentration of half-maximal effect; % is set by controls: 0 for no effect and ±100 for the full control effect
#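 A one-generation exposure of luciferase-tagged malaria parasites in RPMI 1640/Albumax erythrocyte culture, 37 C and 5% CO2. Inhibition is inferred from decreased luminescence after adding detection reagent.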
# * marks the source's active call; other numbers are inactive results; ? = inconclusive; . = not tested or not shown; [ ] = another dose, or the depositor's remark. Unless noted, calls come from the whole dose curve; as a rule, active = well fitted curve in the direction sought with a large enough effect; inconclusive = small, poorly fitted or top-dose-only effect, or another doubt; inactive = no such curve, though single readings can be large; an effect the other way counts as inactive or inconclusive.
SMILES,Pf growth 96h,FBPA Giardia inh,Cycloheximide cs,Shiga toxin inh,HCV inh,Pf growth 48h
O=C1c2ccccc2C(=O)c2c(NCc3cccnc3)cccc21,?,-6%,10,58,?,?
Cn1c(SCC(=O)NC2CCCC2)nnc1-c1ccccn1,?,.,6,13,5%,-11%
CC1(C)CC2CC(C)(CN2C(=O)c2cc(-c3ccc(F)cc3)on2)C1 (stereo not drawn),-15%,1%,-3,-10,10%,-30%
CCCC(=O)Nc1cccn(Cc2ccccc2Br)c1=O,?,-15%,-4,23,16%,7%
CC1CCN(CC(=O)NCCc2ccc(F)cc2)CC1,?,?,-3,6,29%,7%
CCc1nc(Nc2ccc(O)cc2)c2oc3ccccc3c2n1,?,-24%,10,34,?,?
COc1ccc(Nc2nc(N3CCOCC3)nc(N3CCOCC3)n2)cc1,-21%,8%,-1,-15,?,0%
Cc1cc(NC(=O)CSc2nnc(-c3ccccc3)o2)no1,12µM*,0%,-2,39,3%,?
Cc1ccc(OCCN(C)C)c([N+](=O)[O-])c1,-10%,-12%,-1,-8,39%[activator],13%
CCN(CC)c1nc2nonc2nc1N(CC)CC,4.7µM*,2%,-2,-6,7%,-22%
CCNC(=O)c1ccc(C23CC4CC(CC(C4)C2)C3)o1,13%,0%,0,30,24%,?
O=C(NCc1ccc(F)cc1)c1ccc(CS(=O)(=O)c2ccc(Br)cc2)o1,1%,-1%,-3,16,?,-15%
CCN(CC)C(=O)CN(c1cccc(Br)c1)S(C)(=O)=O,381%[activator],3%,-2,-5,-4%,-14%
COc1ccc(C)cc1NC(=O)COC(=O)c1c(C)noc1C,.,2%,18,-6,?,7%
CC(NC(=O)Nc1cccnc1)(C(F)(F)F)C(F)(F)F,.,-1%,-1,-14,2%,16%
Cn1c(NC(=O)c2ccccc2F)c(-c2cccs2)c(=O)c2ccccc21,9%,3%,1,-1,6%,-5%
CSc1ncccc1C(=O)OCC(=O)c1ccc(S(=O)(=O)N2CCCCC2)cc1,-9%,.,.,.,?,-5%
Cc1cc(C)c(C(=O)NNC(=O)c2cccnc2)c(C)c1,33%[activator],10%,-2,-12,0%,33%
COC(=O)CCC(=O)NNC(=O)c1cccc(Cl)c1,39%[activator],2%,-3,-13,11%,10%
CC(C)CNc1c2c(nc3ccccc13)CCC2,?,3%,1,-4,?,10µM*
CC(C)C(NC(=O)c1ccc(C(C)(C)C)cc1)C(=O)NCCc1ccccn1 (stereo not drawn),-20%,-11%,9,-3,1%,.
CN1CCN(c2ccccc2NC(=O)c2cccc(OCc3ccccc3)c2)CC1,.,6%,-2,-15,?,5.2µM*
CN1C(=O)CCC(CCC(=O)O)(c2ccccc2O)C1=O (stereo not drawn),-4%,16%,7,-9,9%,.
O=C(C1Cc2ccccc2CN1S(=O)(=O)c1ccc(F)cc1)N1CCCCC1 (stereo not drawn),.,1%,-2,14,12%,-16%
CCOc1ccc(NC(=O)CC(c2ccccc2)c2ccc(F)cc2)cc1 (stereo not drawn),?,-1%,3,-10,?,-8%

# Reformatted field by field: entries from further up.
CC(C)C(NC(=O)c1ccc(C(C)(C)C)cc1)C(=O)NCCc1ccccn1 (stereo not drawn)
- Pf growth 96h = -20%
- FBPA Giardia inh = -11%
- Cycloheximide cs = 9
- Shiga toxin inh = -3
- HCV inh = 1%
- Pf growth 48h = .

O=C(NCc1ccc(F)cc1)c1ccc(CS(=O)(=O)c2ccc(Br)cc2)o1
- Pf growth 96h = 1%
- FBPA Giardia inh = -1%
- Cycloheximide cs = -3
- Shiga toxin inh = 16
- HCV inh = ?
- Pf growth 48h = -15%

CN1C(=O)CCC(CCC(=O)O)(c2ccccc2O)C1=O (stereo not drawn)
- Pf growth 96h = -4%
- FBPA Giardia inh = 16%
- Cycloheximide cs = 7
- Shiga toxin inh = -9
- HCV inh = 9%
- Pf growth 48h = .

COc1ccc(C)cc1NC(=O)COC(=O)c1c(C)noc1C
- Pf growth 96h = .
- FBPA Giardia inh = 2%
- Cycloheximide cs = 18
- Shiga toxin inh = -6
- HCV inh = ?
- Pf growth 48h = 7%

# Next results.
SMILES,Pf growth 96h,FBPA Giardia inh,Cycloheximide cs,Shiga toxin inh,HCV inh,Pf growth 48h
Cc1cc2nc(Sc3c([N+](=O)[O-])nc(C)n3Cc3ccccc3)[nH]c2cc1C,?,1%,-2,-10,-12%,10µM*
CC(C)CC(=O)Nc1nc2ccc(S(C)(=O)=O)cc2s1,?,4%,17*,67*,-8%,-11%
CCCN1CCN(CCCNC(=O)CCCn2nc(C)c3sc4ccccc4c3c2=O)CC1,-3%,8%,-2,1,-21%,-19%
Cc1ccc(NC(=O)C(C)SCc2ccccc2)cc1 (stereo not drawn),?,2%,30*,82*,-7%,17%
O=C(CCNS(=O)(=O)c1ccccc1)N1CCCCCC1,?,1%,32*,47,16%,42%[activator]
CC(=N)C1=C(O)CC(C)(C)CC1=O,44%[activator],-2%,-1,19,18%,-4%
Cc1ccccc1NC(=O)COC(=O)c1ccccc1SCC(=O)N1CCCC1,-14%,.,6,-10,-6%,14%
Cc1cc(C)n2nc(C(F)(F)F)c(-c3ccccc3)c2n1,28%,8%,-2,7,-5%,-19%
O=C(NC1CCCCC1)C(c1ccccc1F)N(Cc1ccco1)C(=O)c1ccccn1 (stereo not drawn),18%,5%,-5,9,3%,-5%
O=C(Cn1cnc2c(nnn2-c2ccc(F)cc2)c1=O)N1CCCC1,8%,12%,0,-2,0%,4%
COc1ccccc1NC(=O)CSc1nnc(CCC(=O)Nc2ccccc2F)n1C,-5%,-2%,-2,-4,6%,0%
COc1ccccc1CNC(=O)c1ccc(SC)cc1OC,?,1%,8,36,?,?
CN(C)S(=O)(=O)c1cccc(NC(=O)c2ccncc2)c1,26%,0%,-2,-3,-6%,17%
CC(C)c1nc(CNC(=O)C2CCC(=O)N(CCc3ccc(Cl)cc3)C2)no1 (stereo not drawn),?,-3%,-2,8,-21%,-26%
CCC(=O)Nc1ccc(NC(=O)CN2CCCC(C)C2)c(Cl)c1 (stereo not drawn),-9%,12%,-4,14,-14%,12%
Cc1ccc(S(=O)(=O)n2cc(-c3ccccc3)c(N)n2)cc1,.,-3%,-2,-21,?,-19%
N#C/C(=C\c1cccs1)c1nc2ccccc2[nH]1,-8%,-13%,32*,107*,-1%,?
COc1ccc2c(c1)CC/C(=C\C=C\c1ccccc1)C2=O,?,?,25*,44*,?,?
Nc1nonc1C(=O)NCCNc1ncccc1[N+](=O)[O-],74%[activator],-6%,10,-4,30%[activator],24%
CC(=O)c1sc(N/N=C/c2cccc(O)c2)nc1C,162%[activator],-12%,40*,50*,-24%,151%[activator]
Oc1ccc(CN2CCCc3ccccc32)c2cccnc12,12%,2%,-2,14,10µM*,13µM*
CN(C)S(=O)(=O)c1ccc(C(=O)NCc2nnc(SCC(=O)Nc3ccc(F)cc3)n2-c2ccc(F)cc2)cc1,?,5%,-1,-9,?,?
CC(=O)Nc1ccc(Cl)c(-c2nc3ncccc3o2)c1,31%[activator],-10%,3,-8,-27%,.
Cc1ccccc1NC(=O)c1ocnc1C,-20%,3%,1,0,5%,1%
COc1ccc(NC(=O)c2ccccc2CC[N+](=O)[O-])cc1,17%,-1%,8,22,-25%,-8%

# Whole records from above:
# `CCCN1CCN(CCCNC(=O)CCCn2nc(C)c3sc4ccccc4c3c2=O)CC1` in the list: Pf growth 96h: -3%; FBPA Giardia inh: 8%; Cycloheximide cs: -2; Shiga toxin inh: 1; HCV inh: -21%; Pf growth 48h: -19%
# `COc1ccc(NC(=O)c2ccccc2CC[N+](=O)[O-])cc1` in the list: Pf growth 96h: 17%; FBPA Giardia inh: -1%; Cycloheximide cs: 8; Shiga toxin inh: 22; HCV inh: -25%; Pf growth 48h: -8%

# More structures:
SMILES,Pf growth 96h,FBPA Giardia inh,Cycloheximide cs,Shiga toxin inh,HCV inh,Pf growth 48h
Cc1cc(C)n(-c2ccc(NC(=O)C3CCN(Cc4cnc(C)s4)CC3)cc2)n1,-23%,-2%,2,0,-15%,?
CCOc1ccc(CN2CCN(Cc3ccsc3)C(CCO)C2)cc1CO (stereo not drawn),?,4%,-4,-14,11%,6%
CCOC(=O)c1c(C)[nH]c(C)c1C(=O)COC(=O)c1c(OC)cccc1OC,?,4%,4,-4,-2%,?
CCc1c(C)nc2ncnn2c1N1CCCC(C(=O)NCc2ccco2)C1 (stereo not drawn),90%[activator],8%,9,-9,?,5%
COc1ccc(-c2c(O)c3cc(O)cc(O)c3oc2=O)cc1,.,2%,44*,71*,.,.
O=C(NCc1ccccc1)N1CCOCC1,-2%,5%,-2,-10,9%,8%
CCCOc1ccc(Cc2c(COCC)[nH]c(=S)[nH]c2=O)cc1,6%,3%,-3,-11,-5%,-2%
CC1(C)NC(=O)N(CC(=O)N2CCN(c3ccc([N+](=O)[O-])cc3)CC2)C1=O,?,.,.,.,-14%,-15%
COC(=O)CN(c1cc(C(F)(F)F)ccc1Cl)S(C)(=O)=O,.,0%,-4,-20,27%,?
Cc1cccc(C(=O)NCc2nnc(SCC(=O)NC(C)c3ccccc3)n2C)c1 (stereo not drawn),?,3%,-4,3,11%,-9%
N#Cc1ccc(-c2cccnc2)nc1SCc1ccc(Cl)cc1Cl,?,-2%,-4,-13,-29%,?
C/C(=C\C(=O)O)C(=O)Nc1nccs1,?,14%,-3,-6,16%,.
COc1ccc2sc(N(CCCN(C)C)C(=O)c3ccc(S(=O)(=O)N(C)C4CCCCC4)cc3)nc2c1,?,.,.,.,?,?
Cc1ccc2oc(C(=O)N3CCC(N4CCSCC4)CC3)c(C)c2c1,?,.,3,1,10%,-3%
C=CCNC(=O)c1oc2ccc(S(=O)(=O)N(CC)CC)cc2c1C,10µM*,6%,6,-4,-9%,?
CCn1cc(-c2n[nH]c(=S)n2-c2ccc(C)cc2Br)c(=O)c2ccc(C)nc21,30%[activator],4%,-3,-4,-1%,21%
O=C(O)c1ccccc1NS(=O)(=O)c1cccc(-n2sc3ccccc3c2=O)c1,?,?,13,20,?,?
CCN(CC)C(=O)C1CCN(S(=O)(=O)c2ccc3c(c2)CCCN3C(=O)C2CCC2)CC1,-3%,.,2,-5,-17%,?
Nc1nc2nc(-c3ccc(OCc4ccccc4)cc3)cc(C(F)(F)F)n2n1,?,2%,0,-7,5%,.
Nc1c(C(=O)c2ccccc2)oc2ccccc12,-8%,-2%,22*,28,-9%,.
N#Cc1ccc(CN2CCN(C(=O)Cn3nc(C(N)=O)c4ccccc4c3=O)CC2)cc1,2%,3%,-2,-10,-7%,6%
CCOC(=O)C1=C(CC)OC(N)=C(C#N)C1c1ccc(NC(C)=O)cc1 (stereo not drawn),2%,-28%,-1,17,15%,-5%
O=C(CSc1nnc(Cc2cccs2)n1C1CCCCC1)N1CCN(C(=O)c2ccco2)CC1,85%[activator],4%,1,17,?,-9%
O=C(Nc1ccc(Cl)cc1)Nc1nccs1,61%[activator],-2%,30*,47*,?,56%[activator]
CSc1cccc(NC(=S)N2CCC(N(C)C3CCCCC3)CC2)c1,?,13µM*,-2,-2,-26%,-7%

# Rows were taken by chance; overall some 24% were active at least once.
